Screening data: PubChem, Columbia University Molecular Screening Center
mHtt clearance = clearance of mutant huntingtin inclusions, primary screen, imaging, HeLa Exon1htt(103Q)mCFP, confocal imaging; aggregate imaging; zero = plate's median compound well; inhibition, % at 1.5 µM; 47,000 tested, 0.42% active;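 active means inhibition of aggregate fluorescence above about 70%, also judged a hit by eye on the cell image, limit read from the data, passing the limit was not always enough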;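 further: cells exposed to compound for three days before fixation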
mHtt clearance grain fraction = also measured in mHtt clearance; calls as there; fraction fluorescence in grains; measured here: aggregate grain fluorescence fraction; hits give low values;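 scaled fraction of total cell fluorescence in grains with unit not stated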
* marks the source's active call; other numbers are inactive results.

O=C(Nc1ccc(N2CCN(C(=O)c3ccc(Cl)cc3)CC2)cc1)c1cc2ccccc2o1 was read as mHtt clearance -28 and mHtt clearance grain fraction 41.
CC1=CC=CC2=NC(=O)CC(C)(C(=O)N(CC(=O)NC(C)C)C3CCCC3)N12 (stereo not drawn) was read as mHtt clearance 7 and mHtt clearance grain fraction 41.
For CC1Cc2ccccc2N1S(=O)(=O)c1cccc(C(=O)NCCCO)c1 (stereo not drawn) the results were mHtt clearance -28 and mHtt clearance grain fraction 38.
For O=C(OCc1nnc(-c2ccccc2)o1)c1ccco1 the results were mHtt clearance 26 and mHtt clearance grain fraction 29.
For Cc1ccc(C(C(=O)NC2CCCC2)N(Cc2ccco2)C(=O)CCC(=O)Nc2ccccn2)cc1 (stereo not drawn) the results were mHtt clearance -2 and mHtt clearance grain fraction 21.
For Cc1ccc(Nc2nc(C)c(CCC(C)C)c(=O)[nH]2)cc1 the results were mHtt clearance 6 and mHtt clearance grain fraction 38.
COc1ccc2nc(NC(=O)CN(c3ccc(C)cc3)S(=O)(=O)c3c(C)nn(C)c3C)sc2c1 was read as mHtt clearance -32 and mHtt clearance grain fraction 49.
For COc1cccc(-n2nc(C(=O)N3CC(C)CC(C)C3)c3ccccc3c2=O)c1 (stereo not drawn) the results were mHtt clearance 31 and mHtt clearance grain fraction 21.
Screening CCNc1nc(Oc2ccc(=O)n(-c3ccccc3)n2)nc(N(C)C)n1 returned mHtt clearance -11 and mHtt clearance grain fraction 48.
For Cn1c(Oc2ccc(Cl)c3cccnc23)nc2c1c(=O)n(Cc1ccccc1Cl)c(=O)n2C the results were mHtt clearance 31 and mHtt clearance grain fraction 21.
`O=C(CCOc1ccccc1)OCC(=O)c1cc2ccccc2o1` gave mHtt clearance 26 and mHtt clearance grain fraction 32.
Screening Cc1cccc(N2CCN(C(=O)CN(C)S(=O)(=O)c3ccc4c(c3)CCC(=O)N4)CC2)c1C returned mHtt clearance -18 and mHtt clearance grain fraction 44.
Brc1ccccc1-c1nnc2sc(-c3ccc4c(c3)OCCO4)nn12 was read as mHtt clearance 13 and mHtt clearance grain fraction 32.
Screening CCC1(C)Cc2c(sc3c2c(=O)n(C)c2nnc(SCc4ccccc4)n32)CO1 (stereo not drawn) returned mHtt clearance 18 and mHtt clearance grain fraction 16.
Screening Cc1ccc(CS(=O)(=O)CCC(=O)NCc2cccs2)cc1 returned mHtt clearance 23 and mHtt clearance grain fraction 16.
For O=C(CSc1nnnn1Cc1ccccc1)c1ccccc1 the results were mHtt clearance -40 and mHtt clearance grain fraction 42.
Screening COc1ccc(S(=O)(=O)NCc2ccc3c(c2)cc(C)n3C)cc1 returned mHtt clearance -1 and mHtt clearance grain fraction 34.
`CCNc1nc(SCCOc2ccccc2)nc(N(C)C)n1` gave mHtt clearance -14 and mHtt clearance grain fraction 18.
`O=C(Nc1ccc2c(c1)OCO2)c1noc2c1CCCCC2` gave mHtt clearance -13 and mHtt clearance grain fraction 42.
Screening Cc1ccc(NC(=O)c2ccc(OC(=O)c3cc4ccccc4o3)cc2)cc1 returned mHtt clearance -4 and mHtt clearance grain fraction 24.
Screening O=c1[nH]c(=S)[nH]nc1Cc1ccccc1 returned mHtt clearance 12 and mHtt clearance grain fraction 36.
Cc1cccc(CSC2=CS(=O)(=O)c3ccccc3N2)c1 was read as mHtt clearance 56 and mHtt clearance grain fraction 17.
CC1(C)CC(=O)N(CC(=O)O)c2ccccc2S1 was read as mHtt clearance -30 and mHtt clearance grain fraction 44.
Screening CCN(CC)S(=O)(=O)c1cccc(C(=O)Nc2sc3c(c2C(N)=O)CCCC3)c1 returned mHtt clearance 29 and mHtt clearance grain fraction 28.
For COc1ccc(OC)c(C(=O)Cn2nnc3ccccc3c2=O)c1 the results were mHtt clearance 12 and mHtt clearance grain fraction 16.
For COc1cc(-c2nc(-c3ccccc3)c(-c3cccs3)[nH]2)cc(OC)c1OC the results were mHtt clearance -6 and mHtt clearance grain fraction 34.
For CC(C)Cn1cc(C(=O)N2CCN(c3ccccn3)CC2)c2c3ccccc3n(C)c2c1=O the results were mHtt clearance -25 and mHtt clearance grain fraction 24.
Screening O=C(Nc1ccc(F)c(F)c1)c1cccnc1 returned mHtt clearance -14 and mHtt clearance grain fraction 24.
For COc1ccc(NC(=O)CCCCCN2C(=O)CCC2=O)cc1Cl the results were mHtt clearance 17 and mHtt clearance grain fraction 31.
CCOc1ccc(OCC)c(NC(=O)CCCN2C(=O)c3cccnc3C2=O)c1 was read as mHtt clearance -28 and mHtt clearance grain fraction 24.
Screening CCCn1c(SC2C(=O)CC(C)(C)CC2=O)nc2c1c(=O)n(C)c(=O)n2C returned mHtt clearance -25 and mHtt clearance grain fraction 26.
`COc1ccc2[nH]c(C)c(CCN3C(=O)C4C5C=CC(C5)C4C3=O)c2c1` (stereo not drawn) gave mHtt clearance -44 and mHtt clearance grain fraction 59.
`COC(=O)c1ccc(OC)c(CSc2nnc(COc3ccc(Cl)cc3)o2)c1` gave mHtt clearance 32 and mHtt clearance grain fraction 13.
CCOC(=O)/C(C#N)=C/C1=C(N2CCCC2)CC(C)(CC)OC1 (stereo not drawn) was read as mHtt clearance 3 and mHtt clearance grain fraction 23.
For CN1CCN(C2CCCCCC2)CC1 the results were mHtt clearance 31 and mHtt clearance grain fraction 31.
For CC[n+]1c(/C=C2\C=C(C)CC(C)(C)C2)sc2ccccc21 the results were mHtt clearance 38 and mHtt clearance grain fraction 21.
For CCC1(C)CC(C(CC(=O)O)c2ccc(C)cc2)CCO1 (stereo not drawn) the results were mHtt clearance 10 and mHtt clearance grain fraction 16.
Screening CCc1cc2cc3c(cc2nc1SCC(=O)N1CCN(C(=O)c2ccco2)CC1)OCO3 returned mHtt clearance 25 and mHtt clearance grain fraction 23.
`COc1cc(C2Nc3ccccc3C(=O)N2c2ccccc2)ccc1O` (stereo not drawn) gave mHtt clearance 5 and mHtt clearance grain fraction 22.
`Cn1cnnc1SC1CCCCC1NS(=O)(=O)c1ccc(Cl)cc1` (stereo not drawn) gave mHtt clearance 14 and mHtt clearance grain fraction 17.
`CC1(C)Cc2ccccc2-c2nnc(SCC(=O)N3CCc4ccccc43)n21` gave mHtt clearance 22 and mHtt clearance grain fraction 27.
Screening O=C(c1cc2nc(C3CC3)cc(C(F)(F)F)n2n1)N1CCCC1 returned mHtt clearance 12 and mHtt clearance grain fraction 16.
CCC(=O)NC(NC(=O)CC)C(Cl)Cl was read as mHtt clearance 12 and mHtt clearance grain fraction 19.
For CCCCN1CN=C(Nc2nc3ccccc3o2)NC1 the results were mHtt clearance 16 and mHtt clearance grain fraction 32.
For COc1ccccc1N1CCN(C(=O)c2ccc(NC(C)=O)cc2)CC1 the results were mHtt clearance 18 and mHtt clearance grain fraction 29.
CC1=C(C(=O)OCC2CCCO2)C(c2ccccc2OC(C)C)C2=C(CC(c3ccco3)CC2=O)N1 (stereo not drawn) was read as mHtt clearance 37 and mHtt clearance grain fraction 10.
`Cc1ccc(C2CC(c3cccs3)=NN2C(=O)CSC2=NN3CCCC(=O)N=C3S2)cc1` (stereo not drawn) gave mHtt clearance -7 and mHtt clearance grain fraction 44.
O=S(=O)(NC1CC1)c1ccc(S(=O)(=O)N2CCN3CCCC3C2)cc1 (stereo not drawn) was read as mHtt clearance 26 and mHtt clearance grain fraction 15.
Screening Cc1ccc2cc(C#N)c(N3CCCC3)nc2c1C returned mHtt clearance -122 and mHtt clearance grain fraction 43.
`O=c1c2ccccc2nc(-c2ccccc2)n1CCCn1ccnc1` gave mHtt clearance 31 and mHtt clearance grain fraction 15.

Structural class, the compounds so far with a cyano group (2)
CCOC(=O)/C(C#N)=C/C1=C(N2CCCC2)CC(C)(CC)OC1 (stereo not drawn) was read as mHtt clearance 3 and mHtt clearance grain fraction 23.
Screening Cc1ccc2cc(C#N)c(N3CCCC3)nc2c1C returned mHtt clearance -122 and mHtt clearance grain fraction 43.

Following part
Screening CCc1ccc(S(=O)(=O)NCc2csc(-c3ccccc3)n2)s1 returned mHtt clearance 4 and mHtt clearance grain fraction 35.
`O=C1CCc2cc(S(=O)(=O)N3CCC(C(=O)NCc4ccccc4Cl)CC3)ccc2N1` gave mHtt clearance -18 and mHtt clearance grain fraction 59.
For O=C(Cc1ccc(-n2cccc2)cc1)NCc1cccs1 the results were mHtt clearance -233 and mHtt clearance grain fraction 127.
Screening Cc1ccc(S(=O)(=O)N(CC(=O)N2CCC(C)CC2)c2cccc(C)c2)cc1 returned mHtt clearance 25 and mHtt clearance grain fraction 21.
`O=C(COC(=O)CCS(=O)(=O)c1ccc(Cl)cc1)NC1CCCCC1` gave mHtt clearance -20 and mHtt clearance grain fraction 27.
Screening Cc1cc(C)n(-c2nc(SCC(=O)N3CCCC3)c3c4c(sc3n2)CCCC4)n1 returned mHtt clearance 45 and mHtt clearance grain fraction 20.
Screening COc1ccc2c(c1)C(=O)CC(c1ccccc1F)O2 (stereo not drawn) returned mHtt clearance -43 and mHtt clearance grain fraction 30.
For CC(=O)OCc1cc(=O)n(C)c(=O)n1C the results were mHtt clearance 10 and mHtt clearance grain fraction 17.
Screening COc1ccc(-c2noc(C)c2-c2ccc3ccccc3n2)c(O)c1 returned mHtt clearance -8 and mHtt clearance grain fraction 46.
O=C(C1CCCCN1S(=O)(=O)c1ccccc1)N1CCCCC1 (stereo not drawn) was read as mHtt clearance 25 and mHtt clearance grain fraction 30.

Quoted at random: 4 entries already listed, in no set order.
For O=C(Cc1ccc(-n2cccc2)cc1)NCc1cccs1 the results were mHtt clearance -233 and mHtt clearance grain fraction 127.
Screening Cc1cc(C)n(-c2nc(SCC(=O)N3CCCC3)c3c4c(sc3n2)CCCC4)n1 returned mHtt clearance 45 and mHtt clearance grain fraction 20.
Screening Cc1ccc(S(=O)(=O)N(CC(=O)N2CCC(C)CC2)c2cccc(C)c2)cc1 returned mHtt clearance 25 and mHtt clearance grain fraction 21.
Screening CCc1ccc(S(=O)(=O)NCc2csc(-c3ccccc3)n2)s1 returned mHtt clearance 4 and mHtt clearance grain fraction 35.

Filtered by structure: those above with fluorine.
Screening O=C(Nc1ccc(F)c(F)c1)c1cccnc1 returned mHtt clearance -14 and mHtt clearance grain fraction 24.
Screening O=C(c1cc2nc(C3CC3)cc(C(F)(F)F)n2n1)N1CCCC1 returned mHtt clearance 12 and mHtt clearance grain fraction 16.
Screening COc1ccc2c(c1)C(=O)CC(c1ccccc1F)O2 (stereo not drawn) returned mHtt clearance -43 and mHtt clearance grain fraction 30.

The results go on:
Screening Fc1cccc(CN2CCN3CCCC3C2C2CCCCC2)c1 (stereo not drawn) returned mHtt clearance -18 and mHtt clearance grain fraction 35.
For CCCNC(=O)c1cnc(Sc2ncc(C(F)(F)F)cc2Cl)n1C the results were mHtt clearance -2 and mHtt clearance grain fraction 22.
`Cc1ccc(S(=O)(=O)C(CCC(=O)c2ccc(Cl)cc2)C(N)=O)cc1` (stereo not drawn) gave mHtt clearance -11 and mHtt clearance grain fraction 24.
Screening Cc1cc(NCCCn2ccnc2)n2nc(-c3ccc(F)cc3)cc2n1 returned mHtt clearance -6 and mHtt clearance grain fraction 45.
For Cc1ccc2c(CC(=O)OCc3csc(C)n3)coc2c1 the results were mHtt clearance -16 and mHtt clearance grain fraction 54.
Cc1sc2nc(CN3CCOCC3)nc(Oc3ccc(NC(=O)c4ccco4)cc3)c2c1C was read as mHtt clearance -49 and mHtt clearance grain fraction 51.
Screening COC(=O)[C@H](CCSC)NC(=O)N1CCN(c2cccc(C(F)(F)F)c2)CC1 returned mHtt clearance -12 and mHtt clearance grain fraction 47.
Screening CCN(CC)S(=O)(=O)c1ccc2[nH]cc(C(=O)NCCc3ccc(OC)c(OC)c3)c(=O)c2c1 returned mHtt clearance -38 and mHtt clearance grain fraction 28.
For O=C(Cc1ccccc1F)Nc1nc(-c2cccs2)cs1 the results were mHtt clearance -17 and mHtt clearance grain fraction 24.
For O=C(Nc1cccc(-c2cc3ccccc3oc2=O)c1)c1ccc(Br)o1 the results were mHtt clearance -126 and mHtt clearance grain fraction 43.
Nc1nc(-c2ccc(Br)cc2)cc(C(F)(F)F)n1 was read as mHtt clearance 58 and mHtt clearance grain fraction 7.5.
Screening COc1ccc(CN(Cc2ccccn2)C(=O)CN2C(=O)C(C)Oc3ccccc32)cc1 (stereo not drawn) returned mHtt clearance 36 and mHtt clearance grain fraction 18.
`Cc1ncoc1C(=O)NCc1ccccc1Cl` gave mHtt clearance -27 and mHtt clearance grain fraction 51.
For Cc1ccc2occ(/C=C/C(=O)O)c(=O)c2c1 the results were mHtt clearance 14 and mHtt clearance grain fraction 19.
For O=C(COC(=O)c1cnccn1)c1ccc2c(c1)CCCC2 the results were mHtt clearance -17 and mHtt clearance grain fraction 45.
For O=C(CCCN1C(=O)c2ccccc2C1=O)Nc1cccnc1 the results were mHtt clearance -107 and mHtt clearance grain fraction 36.
Screening O=[N+]([O-])c1cc(S(=O)(=O)C(F)(F)F)ccc1Sc1nc2ccccc2[nH]1 returned mHtt clearance 0 and mHtt clearance grain fraction 28.
`CC(OC(=O)Cc1coc2cc3c(cc12)CCC3)C(=O)NCc1ccc2c(c1)OCO2` (stereo not drawn) gave mHtt clearance -9 and mHtt clearance grain fraction 41.
Cc1ccc(-n2nnnc2SCC(=O)Nc2ccc3c(c2)COC3=O)cc1C was read as mHtt clearance -6 and mHtt clearance grain fraction 20.
Screening CSc1ccccc1-n1nnnc1SCC(=O)Nc1cc(C)ccc1C returned mHtt clearance 23 and mHtt clearance grain fraction 16.
Screening COc1ccc(N(C(=O)CNC(=O)c2ccco2)C(C(=O)NC2CCCCC2)c2ccco2)cc1 (stereo not drawn) returned mHtt clearance -27 and mHtt clearance grain fraction 26.

Not all compounds are listed, so the mix of outcomes need not match the whole.
